# CYP2C9 activ = human CYP2C9 activators, primary screen, biochemical, luminescence; activation factor at 5 µM; recombinant CYP2C9, luciferin-H conversion; stronger effect = higher value; factor 1 = untreated enzyme, 0 = blocked; Cytochrome P450 2C9 (Homo sapiens), P11712; hit rate 1.4% among 96,000;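 active = activation factor of 2 or more for CYP2C9 at a 5 µM dose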;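 also: 0 = sulfaphenazole-blocked wells and 1 = vehicle-only wells; values of inactives mirror those of a sister screen read the other way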
# Target sequence (P11712 whole entry, looked up): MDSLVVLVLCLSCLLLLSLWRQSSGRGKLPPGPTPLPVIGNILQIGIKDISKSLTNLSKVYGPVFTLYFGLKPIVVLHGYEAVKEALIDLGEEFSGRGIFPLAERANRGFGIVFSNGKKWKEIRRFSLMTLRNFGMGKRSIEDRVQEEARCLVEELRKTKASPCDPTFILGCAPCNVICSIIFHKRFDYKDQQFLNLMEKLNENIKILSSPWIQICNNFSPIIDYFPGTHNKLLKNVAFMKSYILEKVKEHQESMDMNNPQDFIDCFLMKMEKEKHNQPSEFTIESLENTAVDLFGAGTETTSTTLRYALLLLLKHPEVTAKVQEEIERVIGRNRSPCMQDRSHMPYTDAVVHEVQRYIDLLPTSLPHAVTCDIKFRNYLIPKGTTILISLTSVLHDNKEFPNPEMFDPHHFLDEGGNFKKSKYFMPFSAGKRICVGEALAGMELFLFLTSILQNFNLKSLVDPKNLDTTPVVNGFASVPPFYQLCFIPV
# TNFa cytotox = cytotoxicity in TNFa-stimulated HUVEC, primary screen, cytotoxicity control for VCAM1 expression modulator project, imaging, Hoechst nuclei count; AID 848, 2007; hit rate 0.17% among 93,000; cell count reduction, % at 2 µM; HUVEC TNFalpha-stimulated, Hoechst cell count;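 active = cell count reduction exceeding the screen mean by over 5 SD, scaled to untreated wells per plate, cut at about 78% in these data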;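 also: cells counted after 24 h of TNF alpha exposure following the 1 h pretreatment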
# Candida biofilm = clotrimazole potentiators killing Candida biofilms, primary screen, with clotrimazole, Alamar Blue; C. albicans biofilm + clotrimazole; inhibition, % at 6 µM; hit rate 0.14% among 85,000; AID 834, 2007;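 active = inhibition above 20%; inactive = inhibition below 20%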;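 also: preformed 24 hr biofilms exposed to compound for 48 hr; 0% = biofilm without compound and 100% = blank killed by clotrimazole plus chlorhexidine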
# hDAT+cocaine = changed hDAT dopamine uptake under cocaine IC80, either direction, primary screen, cocaine antagonist project, cell-based, LLC-PK1 hDAT, [14C]-dopamine uptake, MLSMR; Sodium-dependent dopamine transporter (Homo sapiens), Q01959; LLC-PK1 hDAT cells, [14C]-dopamine uptake with cocaine IC80; actives deviate in either direction; B-score at 10 µM; hit rate 1.3% among 110,000; AID 449768, 2010;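 active = Z score or B-score, a plate-position-corrected score, falls beyond the plate's 99.7% confidence bounds, in either direction; inactive = both scores lie inside the 99.7% bounds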;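 also: scored against the spread of the other compound wells on the same plate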
# Target sequence (Q01959 whole entry, looked up): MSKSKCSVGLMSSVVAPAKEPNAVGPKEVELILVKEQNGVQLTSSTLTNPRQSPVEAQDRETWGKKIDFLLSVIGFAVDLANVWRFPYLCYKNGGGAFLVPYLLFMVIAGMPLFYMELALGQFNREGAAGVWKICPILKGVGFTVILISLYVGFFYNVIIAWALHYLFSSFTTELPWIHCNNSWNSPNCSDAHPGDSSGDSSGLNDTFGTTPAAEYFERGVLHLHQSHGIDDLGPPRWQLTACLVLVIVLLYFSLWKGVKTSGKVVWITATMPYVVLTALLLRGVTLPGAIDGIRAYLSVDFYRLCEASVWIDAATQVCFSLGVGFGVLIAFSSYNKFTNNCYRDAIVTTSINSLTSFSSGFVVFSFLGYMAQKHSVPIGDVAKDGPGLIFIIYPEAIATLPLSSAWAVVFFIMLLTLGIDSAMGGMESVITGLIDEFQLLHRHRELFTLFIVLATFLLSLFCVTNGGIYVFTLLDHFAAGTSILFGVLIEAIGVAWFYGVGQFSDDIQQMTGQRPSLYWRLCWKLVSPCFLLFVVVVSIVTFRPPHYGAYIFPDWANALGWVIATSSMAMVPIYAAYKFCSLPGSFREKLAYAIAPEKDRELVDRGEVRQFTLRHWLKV
# HUVEC tox IL1B = cytotoxicity in IL-1B stimulated HUVEC, primary screen, cytotoxicity control for IL-1B NFkB translocation project, imaging, Hoechst nuclear count, IL-1B stimulus; hit rate 0.41% among 94,000; AID 845, 2007; HUVEC cell count loss; cell count reduction, % at 2 µM;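 active = cell count reduction more than 3 SD above the screen-wide mean, cut at about 70% in these data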;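 also: normalized per plate to untreated control cells as the no-loss baseline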
# CYP2C9 inh = blockers of cytochrome P450 2C9 activity – biochemical, luminescence, ADME assay, primary screen. inhibition, % at 5 µM. CYP2C9 Supersomes, luciferin-H conversion. hit rate 20% among 96,000. P11712;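 active = blocking of liver enzyme CYP2C9 beyond about 50% at 5 µM, limit read from the data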; also: values of inactives mirror those of a sister screen read the other way
# CYP2C19 activ = human CYP2C19 activators, primary screen, biochemical, luminescence; activation factor at 5 µM; AID 1025, 2008; Cytochrome P450 2C19 (Homo sapiens), P33261; 96,000 tested, under 10 active; recombinant CYP2C19, luciferin-H EGE luminescence; stronger effect = higher value; 0 = fully inhibited enzyme, 1 = untreated enzyme;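 active = activation factor of at least 2 at 5 µM in the primary screen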;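 also: 0 = wells with 2.5 mM tranylcypromine and 1 = vehicle-only wells; values of inactives mirror those of a sister screen read the other way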
# VCAM1 TNFa inh = inhibitors of TNFa-induced VCAM1 expression, primary screen, imaging, HUVEC, TNFa stimulus, immunofluorescence; hit rate 0.48% among 95,000; HUVEC TNFa-induced VCAM-1 immunofluorescence, high-content imaging; inhibition, % at 2 µM;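 active = inhibition above the batch mean plus 3 SD, with images confirmed as a hit by eye, cut at about 37% in these data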;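 also: 0% = TNF-stimulated DMSO wells and 100% = unstimulated control wells; not every result past the cut was called active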
# CYP2C19 inh = blockers of cytochrome P450 2C19 activity – biochemical, luminescence, ADME assay, primary screen | CYP2C19 Supersomes, luciferin-H EGE luminescence, 30 min | inhibition, % at 5 µM | AID 778, 2007 | hit rate 21% among 96,000 | P33261;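 active = CYP2C19 inhibition above a set limit at 5 µM in the primary screen, cut at about 50% in these data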;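 also: plate controls were negative control wells for no effect and 2.5 mM tranylcypromine positive control for full effect; values of inactives mirror those of a sister screen read the other way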
# The depositor's hits bear a star; · = no result given.
SMILES,CYP2C9 activ,TNFa cytotox,Candida biofilm,hDAT+cocaine,HUVEC tox IL1B,CYP2C9 inh,CYP2C19 activ,VCAM1 TNFa inh,CYP2C19 inh
CC1CCc2c(nc3ncnn3c2N2CCN(c3ccccc3F)CC2)C1 (stereo unspecified),0.3,·,2.2,-0.857,·,65.5*,0.6,·,38.3
C=CCn1c(-c2cccn(Cc3ccccc3)c2=O)n[nH]c1=S,0.9,-6.0,·,-0.294,21.0,12.0,0.8,-3.3,18.2
CC1=C(C)CC(C(=O)c2ccccc2)C(C(=O)O)C1 (stereo unspecified),1.1,-17.4,·,1.75,-5.7,-9.6,1.1,-4.4,-11.6
Cc1ccc(-n2[nH]c(C)c(C=Nc3ccc4[nH]c(=O)[nH]c4c3)c2=O)cc1C,1.1,-12.0,·,-0.333,-20.7,-14.7,1,-9.2,-1.5
CCn1ncc(/C=N\NC(=O)c2ccc3c(c2)c(C)c(C)n3Cc2ccccc2)c1C,0.1,-2.2,·,1.38,16.6,92.9*,0.3,20.0,73.4*
COC(=O)c1[nH]c2ccc(Cl)cc2c1NC(=O)CN1CCc2cc(OC)c(OC)cc2C1,0.1,-45.2,4.9,2.37,-14.3,89.4*,0.1,4.9,86.6*
Cc1ccc(C)n1NC(=O)c1cccs1,0.9,40.7,9.3,-0.351,-47.6,10.4,0.9,22.0,5.5
COc1cc(C2NC(=O)C(C#N)=C(S)N2c2ccc(C)cc2)ccc1OC(C)C (stereo unspecified),0.9,-10.1,1.2,0.233,-10.0,13.2,1,-11.0,2.2
COc1cccc(OC)c1OCC(C)CNCC1CCCO1 (stereo unspecified),0.9,-6.3,6.3,0.523,-4.0,6.1,0.9,6.1,6.3
CN(C)CCSc1nc(N)c2c3c(sc2n1)CN(C)CC3,0.9,·,4.0,-0.19,·,8.5,0.9,·,13.2
COC(=O)c1[nH]c2ccc(F)cc2c1NC(=O)Nc1ccc(OC)cc1,1,-27.7,·,-0.158,5.0,2.6,0.9,4.7,11.1
COC(=O)c1sccc1NC(=O)c1cccnc1,1.1,-7.2,2.2,0.287,28.1,-14.0,0.9,10.7,5.7

# Reprinted at random: two entries already listed
SMILES,CYP2C9 activ,TNFa cytotox,Candida biofilm,hDAT+cocaine,HUVEC tox IL1B,CYP2C9 inh,CYP2C19 activ,VCAM1 TNFa inh,CYP2C19 inh
COc1cc(C2NC(=O)C(C#N)=C(S)N2c2ccc(C)cc2)ccc1OC(C)C (stereo unspecified),0.9,-10.1,1.2,0.233,-10.0,13.2,1,-11.0,2.2
Cc1ccc(-n2[nH]c(C)c(C=Nc3ccc4[nH]c(=O)[nH]c4c3)c2=O)cc1C,1.1,-12.0,·,-0.333,-20.7,-14.7,1,-9.2,-1.5

# Further structures follow:
SMILES,CYP2C9 activ,TNFa cytotox,Candida biofilm,hDAT+cocaine,HUVEC tox IL1B,CYP2C9 inh,CYP2C19 activ,VCAM1 TNFa inh,CYP2C19 inh
Cc1cc2c(c(=O)n1C1CC1)C(c1cccc(Cl)c1)C(C#N)=C(N)O2 (stereo unspecified),0.9,-28.0,-0.8,0.681,-29.5,11.6,0.9,6.7,5.6
O=C(CNS(=O)(=O)c1cccs1)N1CCN(c2ccccn2)CC1,1.2,-29.1,5.5,-1.29,-8.3,-17.0,1,-9.4,1.9
COC(=O)C1C2C=CC(C3CC23)C1C(=O)OCC(=O)c1ccc(OC)cc1 (stereo unspecified),0.6,4.9,·,2.45,9.2,38.4,0.2,-1.1,83.4*
O=C(CCS(=O)(=O)c1ccc(Br)s1)N1CCc2ccccc21,1.5,-0.9,2.6,0.0996,-15.1,-47.7,0.8,-5.0,24.3
CCOC(=O)c1ccc(-n2c(=S)sc3c(=O)[nH]c(C)nc32)cc1,1.1,-7.8,6.5,-1.3,-18.6,-13.6,0.9,87.0*,6.3
Cc1cc(N(C)C)c(C#N)c(N2CCOCC2)n1,1.2,-17.2,1.0,0.0661,-19.0,-16.6,1,8.1,-3.7
COc1cc2c(C(=O)N3CCN(c4ccccc4)CC3)c(C)oc2cc1Br,0.2,-24.4,1.5,0.851,-47.8,78.8*,0.4,-0.4,58.7*
CCOC(=O)c1sc(NC(=O)c2ccc(C)o2)nc1C,0.6,-21.9,4.8,0.825,-40.0,42.3,0.8,6.8,21.5
O=C(NCCN1Cc2ccccc2C1=O)c1cccs1,0.8,-16.1,5.2,0.01,28.6,22.4,0.2,-2.5,77.0*
COc1cccc(C2C(C#N)=C(N)Oc3cc(C)n(Cc4ccco4)c(=O)c32)c1 (stereo unspecified),0.7,-25.6,9.9,-0.0755,-15.4,30.8,0.5,-42.8,48.0
O=C1CCc2cc(S(=O)(=O)N3CCC(C(=O)NCc4ccccn4)CC3)ccc2N1,0.9,·,·,·,·,13.8,1,·,-2.1
C[n+]1cccc(CNC(=O)/C=N/O)c1,0.9,-2.3,3.6,0.736,-23.4,7.0,1,5.9,-3.3
CC(C)CNC(=O)NC1C(NC(=O)NCC(C)C)N(C)C(=O)N1C (stereo unspecified),1.2,-8.0,17.4,1.86,-7.9,-15.9,1.2,-4.2,-15.7
CCOC(=O)N1CCN(C(=O)C2CCC(C(=O)N3CCN(C(=O)OCC)CC3)CC2)CC1 (stereo unspecified),·,-7.2,-1.0,·,-43.0,·,·,11.7,·
c1ccc(-c2nc(Sc3ncnc4c3cnn4-c3ccccc3)n[nH]2)cc1,0.7,-20.4,9.5,·,-39.1,31.7,0.9,14.4,10.2
CC(=O)N1CCN(c2ccccc2NC(=O)COc2cc(C)ccc2C(C)C)CC1,0.1,-9.3,1.4,-0.391,-36.6,94.3*,0.1,9.0,89.5*
COc1ccc(-c2nnc(SCC(=O)N3CCc4ccccc4C3)o2)cc1,0.9,-3.0,7.8,3.16*,-2.9,13.2,0.2,15.9,78.1*
CCCC1C(C#N)=C(N)Oc2n[nH]c(C(C)(C)C)c21 (stereo unspecified),0.3,·,7.1,-0.0456,·,70.0*,0.1,·,92.7*
Cc1csc(NC(=O)C2CCCN(S(=O)(=O)c3ccc(Br)s3)C2)n1 (stereo unspecified),0.1,-1.5,2.7,-0.44,-10.5,93.9*,0.1,13.3,92.3*
Cc1ccc(/C=C/S(=O)(=O)N2CCC(C(=O)O)CC2)cc1,1.1,-18.3,1.2,0.0261,-13.8,-10.3,1.1,-10.9,-12.8
Cc1nc(C)c2c(c1C(F)(F)F)-c1ccccc1C2(F)F,1.1,·,5.3,-0.53,-3.5,-9.6,1.2,·,-21.2
CCn1c(CNC(=O)c2cccs2)nnc1SCC(=O)NCCc1ccccc1,0.9,8.2,11.6,-0.28,-4.5,9.4,0.9,5.3,14.1
Cn1c(=O)oc2cc(S(=O)(=O)NCCC(=O)NC3CCCC3)ccc21,1.1,·,0.5,0.745,·,-5.3,0.9,·,10.4
Cc1ccc(/C=N\Nc2cn[nH]c(=O)c2Cl)cc1,1,12.4,1.6,0.758,3.4,-2.6,1,17.8,-2.1
Cc1c(C(=O)NN2CCN(C)CC2)cccc1[N+](=O)[O-],·,9.4,·,-1.32,10.3,·,·,-10.7,·
Cc1ccc(CN(C(=O)c2c(F)cccc2F)C2CC(C)(C)NC(C)(C)C2)o1,0.8,·,-1.9,0.544,·,23.8,1.1,·,-5.2
COCC(C)NC(=O)c1ccc(N(C)C)cc1 (stereo unspecified),1,·,0.2,-1.64,·,4.5,1,·,4.3
COCCNC(=O)c1ccc2c(=O)n(Cc3ccco3)c(SCC(=O)NC3CCCC3)nc2c1,0.2,11.4,1.3,-0.126,36.4,80.6*,0.5,2.8,51.7*
c1ccc(CSc2ncnc3c2cnn3Cc2ccccc2)cc1,0.8,-10.6,4.2,-0.415,-146.2,19.3,0.9,3.0,11.9
COc1ccc(CSc2nnc(C)n2N)cc1,1.1,3.5,·,-0.0448,-10.1,-13.5,1.1,7.7,-10.4
Cc1ccc2oc(=O)n(CCCOc3ccccc3)c2c1,0.5,16.3,0.7,-0.478,-21.7,46.0,0.1,-11.4,94.1*
CN1C(=O)SC(Nc2ccccc2C(=O)O)C1=O (stereo unspecified),0.9,·,3.0,-1.36,·,6.9,0.9,·,10.4
O=C(CCSc1ccc(Cl)cc1)NC1CCCCC1,1,-20.2,·,·,-32.6,4.2,0.8,24.0,20.7
COc1ccc(CCNC2CC(=O)N(CCc3ccccc3)C2=O)cc1OC (stereo unspecified),0.8,8.8,5.3,-0.115,-2.0,15.8,0.4,-19.1,60.2*
Cc1[nH]c2ccccc2c1Cc1n[nH]c(=S)n1C,·,3.6,3.9,-0.575,50.9,·,·,-23.3,·
O=C(COc1ccc2ccccc2c1)Nc1ccc(Cc2ccncc2)cc1,0.1,-2.6,·,-0.0805,-9.9,94.8*,0.1,2.4,89.8*
O=C(NCc1ccccc1)C(c1cccnc1)N(Cc1ccco1)C(=O)c1ccccn1 (stereo unspecified),0.7,-5.0,9.0,0.507,-0.5,32.2,0.9,19.0,8.0
CCCn1c(SCC(=O)NCc2ccccc2)nnc1-c1ccncc1,1,-17.2,7.8,-0.563,35.5,2.4,0.8,6.9,15.5
COc1ccc(C2C3=C(CC(C)(C)CC3=O)Oc3ncn(CCCn4ccnc4)c(=N)c32)cc1 (stereo unspecified),0.2,-33.3,5.7,0.478,-43.6,77.7*,0.6,-14.1,44.2
COc1ccc2c(c1)CCc1c(C(=O)NCCN3CCOCC3)noc1-2,1,·,-0.2,0.0799,·,1.7,1,·,4.0
O=S(=O)(Nn1cnnc1)c1ccccc1Cl,0.8,-32.2,4.5,-0.68,-36.2,20.0,0.8,8.2,22.9
Cc1n[nH]c(C)c1S(=O)(=O)N1CCCC(C(=O)N2CCc3ccccc32)C1 (stereo unspecified),0.6,36.6,7.3,0.357,-3.2,39.3,0.4,7.3,62.2*
CCCCNc1c2c(nc3c(-c4ccccc4)c(C)nn13)CCC2,0.8,-33.8,4.5,1.27,10.4,22.3,1,-9.8,0.9
Cn1c(=O)c2c(nc(CN3CCc4ccccc4C3)n2Cc2ccccc2F)n(C)c1=O,0.8,-5.4,6.2,0.482,-42.1,17.8,0.9,18.0,14.2
O=C(NCCc1ccccc1)C1CCN(S(=O)(=O)c2cccc3nsnc23)CC1,2*,-15.5,5.7,-0.132,-4.4,-103.6,0.8,2.0,20.8
COc1cc(S(=O)(=O)N2CCOCC2)ccc1NC(=O)COC(=O)C12CC3CC(CC(C3)C1)C2,0.8,17.3,-4.6,1.12,-113.3,24.6,0.8,-0.2,21.0
CC(Oc1ccc(Cl)cc1Cl)C(=O)N(Cc1ccco1)C1CCS(=O)(=O)C1 (stereo unspecified),0.8,-5.2,-4.6,-0.0248,2.4,21.2,0.5,1.4,48.3
CC12CC3CC(C)(C1)CC(CN)(C3)C2,0.9,-3.6,7.3,-0.698,2.4,14.5,1,8.4,-3.7
O=C(Nc1ccc2oc(-c3ccccc3Cl)nc2c1)c1cncc(Br)c1,1.1,-26.7,2.9,-1.16,-16.9,-6.0,1,9.1,-3.6
Cc1nc(N)sc1-c1csc(NCc2ccccc2)n1,0.6,3.8,7.7,0.0727,6.4,43.3,0.7,15.3,30.0

# High-throughput results (PubChem)

# No enrichment for hits (roughly 29% active in at least one column).
